Compound activity (PubChem)
Diaphorase inh – inhibits diaphorase or chemically oxidizes, flagging diaphorase assay artifacts. diaphorase resazurin-to-resorufin fluorescence, NADH, 16 min; bacterial (C. kluyveri) enzyme, not human. inhibition, % at 20 µM. 190,000 compounds, 0.69% hits;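 active means primary screen inhibition at 20 µM above a set limit, cut at about 50% in these data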;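 further: plate controls were DMSO with full reaction for no effect and wells lacking NADH for full effect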
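System: Bacterial diaphorase enzyme (C. kluyveri) | Incubation: 16-min room-temperature incubation before reading | Benchmarks: No-NADH positive control and DMSO neutral control | Measured by: Resorufin fluorescence 544/590 nm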
PMI activator – increases human mannose-6-phosphate isomerase activity; 190,000 compounds, 0.005% hits; activation factor at 20 µM; P34949; purified human PMI, coupled resazurin fluorescence, 20 min; active compounds read high; 1 = vehicle control, 0 substrate-free wells;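 active means activation factor of 2 or more at 20 µM, relative to plate controls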
Target sequence (P34949 whole entry, looked up): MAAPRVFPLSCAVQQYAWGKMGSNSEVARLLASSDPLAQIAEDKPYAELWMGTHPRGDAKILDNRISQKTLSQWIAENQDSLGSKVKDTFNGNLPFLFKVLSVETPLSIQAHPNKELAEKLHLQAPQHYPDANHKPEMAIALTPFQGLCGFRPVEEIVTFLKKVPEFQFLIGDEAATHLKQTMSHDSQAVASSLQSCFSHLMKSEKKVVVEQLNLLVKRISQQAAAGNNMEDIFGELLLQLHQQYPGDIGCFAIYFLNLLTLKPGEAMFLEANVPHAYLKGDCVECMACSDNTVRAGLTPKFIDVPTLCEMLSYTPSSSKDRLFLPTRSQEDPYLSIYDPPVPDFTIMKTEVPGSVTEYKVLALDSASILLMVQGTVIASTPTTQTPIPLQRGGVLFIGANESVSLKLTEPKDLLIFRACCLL
bIAP activator – increases bovine intestinal alkaline phosphatase activity. 200,000 compounds, 0.17% hits. purified bovine IAP, CDP-star luminescence, 30 min; active compounds read high; fold of DMSO-control signal, blank-subtracted. activation factor at 20 µM;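 active means activation factor of 2 or more at 20 µM, a signal rise over negative controls twice the positive control's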
L major viab – inhibitors of Leishmania major promastigote growth; inhibition, % at 10 µM; Leishmania major promastigotes, resazurin fluorescence viability; 200,000 compounds, 9% hits; AID 1063; in the data active means inhibition above about 50%;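 further: promastigotes grown with compound for 44 hours at 28 °C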
TNAP inh no acc – blocks human TNAP activity with no phosphate acceptor present. P05186. purified TNAP, CDP-star luminescence, 30 min. inhibition, % at 20 µM. 200,000 compounds, 0.26% hits;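 active means tissue-nonspecific alkaline phosphatase inhibition above about 50% at 20 µM in the single-dose screen, limit read from the data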;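 further: 0% = DMSO negative control and 100% = EDTA positive control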
Target sequence (P05186 whole entry, looked up): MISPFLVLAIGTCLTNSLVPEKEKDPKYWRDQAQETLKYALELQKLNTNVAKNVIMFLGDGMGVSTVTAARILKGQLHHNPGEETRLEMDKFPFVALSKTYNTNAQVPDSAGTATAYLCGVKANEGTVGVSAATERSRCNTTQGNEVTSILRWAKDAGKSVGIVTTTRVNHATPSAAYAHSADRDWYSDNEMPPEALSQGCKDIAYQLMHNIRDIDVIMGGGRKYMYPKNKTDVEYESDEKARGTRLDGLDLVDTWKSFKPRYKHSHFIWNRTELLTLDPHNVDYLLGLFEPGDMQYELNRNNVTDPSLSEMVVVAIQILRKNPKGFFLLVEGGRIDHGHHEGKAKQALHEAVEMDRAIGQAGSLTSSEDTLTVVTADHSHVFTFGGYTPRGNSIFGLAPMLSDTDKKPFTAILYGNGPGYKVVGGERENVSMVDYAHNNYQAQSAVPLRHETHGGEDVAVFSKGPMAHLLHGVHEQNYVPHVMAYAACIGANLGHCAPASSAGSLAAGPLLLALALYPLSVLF
TNAP act hi DEA – activators of human TNAP at high phosphate acceptor concentration; P05186; purified TNAP, CDP-star luminescence, 1 M DEA, 30 min; active compounds read high; 0 = EDTA background, 1 = DMSO-only activity; activation factor at 20 µM; 200,000 tested, under 10 active;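 active means activation factor at least 2 at 20 µM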
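Dosing: 20 µM single point. System: human TNAP. Amount: TNAP 1/800 final. Incubation: 30 min, room temperature. Read-out: TNAP activation factor scaled between EDTA and DMSO control wells. Signal: luminescence from CDP-star hydrolysis. Medium: 1 M DEA, pH 9.8, Mg2+, Zn2+. Control set: EDTA negative control, DMSO positive control.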
bIAP inhibitor – intestinal alkaline phosphatase (bovine) inhibition; purified bovine IAP, CDP-star luminescence, 30 min; inhibition, % at 20 µM; 190,000 tested, under 10 active;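 active means over 50% inhibition of intestinal alkaline phosphatase at 20 µM in the single-dose screen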
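test system = bovine IAP enzyme | medium = DEA buffer 100 mM, pH 9.8, with MgCl2 1.0 mM, ZnCl2 0.02 mM | detection = luminescence | dosing = single compound dose of 20 µM, 2% DMSO final | incubation = 30 min reaction at room temperature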
PMI act hi M6P – PMI (human) activation, high substrate | coupled PMI enzyme assay, resazurin fluorescence, 20 min; active compounds read high; 1 = untreated enzyme, 0 = substrate-free blank | 190,000 compounds, 0.34% hits | activation factor at 20 µM | P34949;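 active means activation factor of 2 or more at 20 µM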
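test system = human PMI in coupled enzyme assay | medium = HEPES-buffered pH 7.4 with magnesium and detergent | also added = 1.0 mM mannose-6-phosphate substrate with 0.22 mM NADP+ | compound = 20 µM single dose | times = 20 min incubation at room temperature | measured by = resorufin fluorescence (Ex 544/Em 590 nm) from resazurin via diaphorase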
TNAP inh hiacc – inhibitors of human TNAP at high phosphate acceptor concentration; inhibition, % at 20 µM; P05186; 200,000 compounds, 0.03% hits; purified TNAP, CDP-star luminescence, 1 M DEA;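 active means over 50% inhibition of tissue-nonspecific alkaline phosphatase at 20 µM in the single-dose screen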;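 further: plate controls were DMSO wells for no effect and EDTA-quenched wells as full inhibition for full effect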
Diaph act CS – activates diaphorase or chemically reduces, flagging diaphorase assay artifacts. Diaphorase/resazurin coupled assay, resorufin fluorescence, 16 min; active compounds read high; 1 = vehicle wells, 0 = NADH-free wells. activation factor at 20 µM. 190,000 compounds, 0.005% hits;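 active means diaphorase activity raised at least twofold by the compound at 20 µM; inactive means activation factor below 2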
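Measured by – red resorufin fluorescence at 544/590 nm excitation/emission · Test system – Clostridium kluyveri diaphorase, purified enzyme · Incubation – reaction time 16 min, room temperature · Buffer or medium – 50 mM HEPES pH 7.4 with 4.542 mM MgCl2, 0.005% Tween 20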
An asterisk follows results filed as active; . = not tested or not shown.

SMILES	Diaphorase inh	PMI activator	bIAP activator	L major viab	TNAP inh no acc	TNAP act hi DEA	bIAP inhibitor	PMI act hi M6P	TNAP inh hiacc	Diaph act CS
Cc1nn(-c2cc(Cl)ccc2Cl)c(C)c1C(=O)O	-5	1	1.2	-6	-2	1	-18	0.9	-1	1.1
CC(C)(C)c1ccc(/C=C2\SC(=O)N(CCNC(=O)c3cccc(S(=O)(=O)N4CCOCC4)c3)C2=O)cc1	8	0.9	0.9	45	-20	1	10	1	-2	0.9
CCCc1nc(SCc2ccccn2)c2c(=O)n(C)c(=O)n(C)c2n1	11	1	0.9	2	-10	1	11	1	-2	0.9
CCN(CC)S(=O)(=O)c1ccc2c(c1)nc(CCC(=O)Nc1ccc(N3CCOCC3)cc1)n2C	5	1	1	-1	-15	1	-3	0.9	-1	0.9
O=C(CN1CCN(CCC(=O)Nc2ccccc2F)CC1)Nc1ccc(F)cc1	18	0.8	1	-4	-10	1	4	0.8	-4	0.8
COc1ccc(CN(CC2CCC(C(=O)O)CC2)C(=S)Nc2ccccc2OC)cc1 (stereo unspecified)	3	1.1	1.1	-4	8	1	-7	1	1	1
CN1CCN(CC(=O)Nc2cc(N3CCOCC3)ccc2[N+](=O)[O-])CC1	0	0.6	0.9	-1	10	0.8	7	0.4	17	1
COc1ccc([C@H]2[C@H](C(=O)OC(C)(C)C)N3N=Cc4ccccc4C3C23C(=O)c2ccccc2C3=O)cc1OC (stereo partly specified)	33	1.1	0.8	5	1	1	16	0.7	1	0.7
Cc1noc(C)c1COC(=O)CCCOc1ccc(Cl)cc1Cl	16	1.1	1.1	-9	-8	1	-10	1	3	0.8
COc1ccc(-c2csc(NC(=O)c3ccc(S(=O)(=O)N4CCc5ccccc5C4)cc3)n2)cc1	10	0.9	0.9	6	-7	1	6	0.9	0	0.9
O=C1CCC(C(=O)Nc2ccccc2)N1 (stereo unspecified)	1	1	1.1	-7	-10	1	-7	1.1	-2	1
O=C1CC(c2ccc(Cl)c(Cl)c2)CC(O)=C1C=NCCN1CCNCC1 (stereo unspecified)	3	1	1.1	-4	-8	1	-8	1	-3	1
CCC(C)NC(=O)COc1ccc(OCc2ccccc2)cc1 (stereo unspecified)	8	1	0.9	-6	-17	1.1	7	0.9	-6	0.9
COC(=O)Nc1nn(Cc2ccccc2F)cc1Br	6	1	0.9	-5	-4	1	14	1	-5	0.9
CC(C)C(=O)c1cc2c(cc1NC(=O)Nc1cccc3ccccc13)OCCO2	9	0.9	0.9	-1	-16	1	11	0.9	-3	0.9

Given in markdown: entries from further up
| SMILES | Diaphorase inh | PMI activator | bIAP activator | L major viab | TNAP inh no acc | TNAP act hi DEA | bIAP inhibitor | PMI act hi M6P | TNAP inh hiacc | Diaph act CS |
| --- | --- | --- | --- | --- | --- | --- | --- | --- | --- | --- |
| COc1ccc(CN(CC2CCC(C(=O)O)CC2)C(=S)Nc2ccccc2OC)cc1 (stereo unspecified) | 3 | 1.1 | 1.1 | -4 | 8 | 1 | -7 | 1 | 1 | 1 |
| COC(=O)Nc1nn(Cc2ccccc2F)cc1Br | 6 | 1 | 0.9 | -5 | -4 | 1 | 14 | 1 | -5 | 0.9 |
| Cc1nn(-c2cc(Cl)ccc2Cl)c(C)c1C(=O)O | -5 | 1 | 1.2 | -6 | -2 | 1 | -18 | 0.9 | -1 | 1.1 |
| O=C1CCC(C(=O)Nc2ccccc2)N1 (stereo unspecified) | 1 | 1 | 1.1 | -7 | -10 | 1 | -7 | 1.1 | -2 | 1 |
| O=C1CC(c2ccc(Cl)c(Cl)c2)CC(O)=C1C=NCCN1CCNCC1 (stereo unspecified) | 3 | 1 | 1.1 | -4 | -8 | 1 | -8 | 1 | -3 | 1 |
| CC(C)C(=O)c1cc2c(cc1NC(=O)Nc1cccc3ccccc13)OCCO2 | 9 | 0.9 | 0.9 | -1 | -16 | 1 | 11 | 0.9 | -3 | 0.9 |

More records:
SMILES	Diaphorase inh	PMI activator	bIAP activator	L major viab	TNAP inh no acc	TNAP act hi DEA	bIAP inhibitor	PMI act hi M6P	TNAP inh hiacc	Diaph act CS
COc1ccc2c(c1)C(c1ccccc1)=NNC(c1ccco1)=N2	-4	0.9	0.9	11	0	1	6	1	1	1
CSc1ccc(CNc2ccccn2)cc1	15	1	0.9	12	-13	1	10	1	-4	0.8
N=C1CCCN1CC(=O)c1ccc(Cl)cc1	0	1.1	0.8	-3	-8	1	23	1.1	0	1
COc1ccc(/C=C2\SC(=S)N(Cc3cccnc3)C2=O)cc1C	15	0.7	1	16	3	0.9	-4	0.8	7	0.8
Cc1ccc(Nc2nc(Oc3ccc(=O)[nH]n3)nc(N(C)C)n2)cc1	17	0.9	1.1	3	1	1	-8	0.9	-4	0.8
O=C(Nc1ccc2c(c1)nc1n2CCOC1)c1ccccc1	11	1	0.9	-3	-15	1.1	6	1	-11	0.9
O=C(NCC(=O)N(c1ccc2c(c1)OCO2)C(C(=O)NC1CCCC1)c1cccs1)c1ccco1 (stereo unspecified)	8	1	0.9	-8	-8	1	7	0.9	-4	0.9
Cc1ccccc1OCCSc1nnc(-c2cccnc2)n1N	12	0.9	1	1	-4	1	3	1	-1	0.9
Cc1ccc(O)c(C(=O)c2cc(C(=O)NCCc3ccccc3)c(=O)n(CCc3ccccc3)c2)c1	16	0.9	0.5	99*	-7	1	.	1	0	0.8
CC(=O)c1cccc(NC(=O)c2cc(-n3cnnc3)ccc2Cl)c1	12	0.9	0.9	0	-9	1	6	0.9	-3	0.9
COc1ccc(-c2nnc(SC)o2)c(OC)c1	8	1	1	24	-13	1	1	1	-3	0.9
Cn1c(=O)n(C)c2cc(C(=O)O)ccc21	14	1	0.9	1	-14	1.1	7	1	-9	0.9
Fc1ccc(/C=N/Nc2nnnn2-c2ccccc2)cc1	10	1	1	-2	-4	1	0	1	-1	0.9
Cc1ccc(O)c(C(=O)c2cc(C#N)c(=O)n(-c3c(C)n(C)n(-c4ccccc4)c3=O)c2)c1	15	1	0.9	-3	-8	1	8	1	-1	0.8
COc1ccc(N/C=C\C(=O)c2ccc3c(c2)OCO3)cc1	0	0.9	0.9	6	-4	1	6	1	-3	1
COc1ccc(NCc2ccc(OC)c(OC)c2)cc1	33	0.7	1	-1	-11	1	0	0.4	-2	0.7
O=C(CN1C(=O)c2ccccc2C1=O)NCc1ccncc1	5	0.9	1	-3	-6	1	0	1	2	0.9
OCCC1CN(Cc2ccccc2O)CCN1CCc1ccccc1 (stereo unspecified)	-19	1.1	1.2	9	-8	1.1	-16	1.1	-9	1.2
CCOC(=O)c1ccccc1NS(=O)(=O)c1ccc(OCC)cc1	1	1	0.9	0	-2	0.9	8	1	6	1
CCCCN(CC)CCCNC(=O)CC1Oc2ccccc2NC1=O (stereo unspecified)	2	1	0.9	-4	-17	1	6	0.9	0	1
Cn1cccc1CC(=O)N/N=C/c1cc([N+](=O)[O-])ccc1Cl	21	0.9	1	-3	-12	1.1	5	1	-8	0.8
S=C(NCCc1ccccn1)Nc1ccccc1Cl	-24	1	0.5	9	-1	1	.	1.1	-4	1.2
COc1ccc(Cn2nc(-c3ccccc3)c(N3CCCCC3)cc2=O)cc1	0	1	1.1	22	-8	1	-7	1	-4	1
CC(=O)Nc1ccc(S(=O)(=O)Nc2c(C)nn(-c3ccccc3)c2C)cc1	13	0.9	0.9	-5	-15	1.1	8	1	-7	0.9
COc1cc(OC)cc(-n2nnnc2SCC(=O)N2CCCC2)c1	16	0.9	1	2	-17	1.1	2	0.9	-6	0.8
COc1ccc(S(=O)(=O)Nc2ccccc2OC)cc1NC(=O)c1cc2ccccc2oc1=O	10	0.9	0.7	-4	-6	1	34	0.9	1	0.9
CC(=O)N/N=C(\C)CCc1ccccc1	1	0.9	1	-4	-16	1.1	1	0.9	-6	1
Cc1ccc(-c2nn(C)c(=O)c3ccccc23)cc1S(=O)(=O)NCCO	15	0.9	0.9	4	-4	1	6	0.9	1	0.9
Cn1c(=O)c2c(nc(Cl)n2Cc2ccc(Cl)c(Cl)c2)n(C)c1=O	0	1.1	1	-1	0	1	3	1.2	4	1
COc1ccc(C2=NN(C(=O)c3cccnc3)C(c3ccccc3)C2)cc1 (stereo unspecified)	18	0.9	0.9	5	-10	1	11	0.9	-2	0.8
CN(C)c1ccc(NC(=S)NC(=O)/C=C/c2ccco2)cc1	3	1.1	1	-3	7	1	2	0.8	0	1
Cc1ccc(-c2nnc3c4ccccc4c(C)nn23)cc1S(=O)(=O)N1CCN(CCO)CC1	0	1	0.9	17	-5	1	6	1	1	1
O=C(CN(C(=O)c1csnn1)c1cccc(F)c1)NCc1ccc(F)cc1	6	1	1	-3	-11	1.1	2	1	-5	0.9
CCN(CCNC(=O)CCCn1nc(C)n2c(cc3sccc32)c1=O)c1ccccc1	9	1	1.1	8	9	1.1	-9	0.9	-7	0.9
Cn1c(CN2CCOCC2)c(C#N)c2ccccc21	8	1.1	1.2	6	-8	1	-17	1	0	0.9
C=CCn1c(=NC(=O)c2ccc(S(=O)(=O)N3CCCC3)cc2)sc2cc(NC(C)=O)ccc21	-12	1.1	1.1	22	-22	1.1	-12	1.1	-8	1.1
C=CCn1c(=O)n(C(=O)OCC)c2cc(Br)ccc21	4	1	1.1	1	5	0.9	-5	1	5	1
CCCn1c(NCc2ccc(N(C)C)cc2)nc2ccccc21	4	1	1	23	-13	1	5	0.9	2	1
O=S(=O)(c1ccc(Cl)cc1)N1CCN(c2nc(-c3cccs3)nc3ccccc23)CC1	14	1	0.8	26	-3	1	18	1	0	0.9
Cc1cc(NC(=O)COC(=O)CCCOc2ccc(Cl)cc2C)no1	10	1	0.8	0	-9	1	24	1	-3	0.9
Cc1cc(C)n(-c2nc(N(C)C)nc(N3CCOCC3)n2)n1	2	1	0.9	4	-8	1	13	1	-2	1
COc1cccc(C2C3=C(CC(C)(C)CC3=O)Nc3n[nH]c(C)c32)c1 (stereo unspecified)	-16	1.3	1.1	-1	-4	1	-11	1.2	-5	1.2
Cc1occc1C(=O)N/N=C/C=C\c1ccccc1[N+](=O)[O-]	11	1	0.8	1	-12	1	20	1	-3	0.9
COC(=O)c1cc(NC(=O)N2c3ccccc3Sc3ccccc32)cc(C(=O)OC)c1	23	0.8	1	45	-4	1	-2	0.9	-2	0.8
Cc1cccn2c(=O)c3cc(C(=O)NCCc4ccccc4)c(=N)n(CCCn4ccnc4)c3nc12	-33	1	1	-1	11	1	-3	1	5	1.3
CCN(C(=O)COc1cc(=O)n(C)c2ccccc12)c1cccc(Cl)c1	13	1.1	1	62*	-11	1.1	-1	1	-5	0.9
CC(=O)Nc1ccc(NC(=O)C(Cc2ccccc2)NC(=O)C2CCC(C)CC2)cc1 (stereo unspecified)	-4	1	0.9	-1	-8	1	6	1.1	-2	1

The order is random; overall some 10% were active at least once.
